# CR mimetic SO: caloric restriction mimetics inhibiting age-related superoxide in yeast. actives 0.18% (n = 330,000). S. cerevisiae aged cells, superoxide DHE fluorescence; active compounds read low. superoxide response (% of plate mean), % at 10 µM. AID 2690;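 active = superoxide response under a set limit, about three screen SD below normal, cut at about 65% in these data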;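 note: yeast aged for seven days with compound at 30 °C before DHE staining; 100% = average MFI of all compound-treated wells on the plate with controls excluded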
# GRK2 inh: blocks RNA aptamer binding to human GRK2 | AID 488847 | P25098 | actives 0.59% (n = 330,000) | inhibition of aptamer binding, % at 10 µM | bead flow cytometry, FAM-aptamer displacement from GRK2;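 active = inhibition of aptamer binding above 40%, roughly 3 SD of noise, on plates passing a quality check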;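 note: median bead fluorescence of bound FAM aptamer so fluorescent compounds give negative values; no value below 0 was filed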
# Target sequence (P25098 whole entry, looked up): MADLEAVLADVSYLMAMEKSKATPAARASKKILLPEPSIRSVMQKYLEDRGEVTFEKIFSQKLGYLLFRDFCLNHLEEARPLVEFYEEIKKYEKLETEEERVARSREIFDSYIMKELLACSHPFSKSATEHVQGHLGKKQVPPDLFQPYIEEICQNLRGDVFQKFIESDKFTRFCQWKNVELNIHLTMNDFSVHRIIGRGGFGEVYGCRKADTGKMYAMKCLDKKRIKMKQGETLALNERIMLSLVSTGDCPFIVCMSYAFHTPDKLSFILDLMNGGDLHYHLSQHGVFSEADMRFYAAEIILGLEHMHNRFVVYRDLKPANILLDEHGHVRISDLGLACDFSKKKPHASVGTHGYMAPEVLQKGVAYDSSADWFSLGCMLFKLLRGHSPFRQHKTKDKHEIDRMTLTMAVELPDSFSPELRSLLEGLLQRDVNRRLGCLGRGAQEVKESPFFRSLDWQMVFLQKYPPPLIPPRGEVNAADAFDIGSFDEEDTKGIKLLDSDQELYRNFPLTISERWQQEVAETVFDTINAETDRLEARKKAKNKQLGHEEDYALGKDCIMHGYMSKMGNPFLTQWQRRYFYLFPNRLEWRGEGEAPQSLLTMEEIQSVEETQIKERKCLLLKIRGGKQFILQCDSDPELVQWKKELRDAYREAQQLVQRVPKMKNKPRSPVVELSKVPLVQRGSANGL
# LAP4-GFP MLPCN: modulators of TOR pathway LAP4-GFP in S. cerevisiae. S. cerevisiae LAP4-GFP multiplex, flow cytometry GFP, 3 h; median GFP as percent of DMSO wells. GFP response vs DMSO, % at 10 µM. actives 0.34% (n = 320,000). AID 2023;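 active = GFP response vs DMSO above a set limit, about the screen mean plus 3 SD, cut at about 150% in these data; inconclusive = under 70 cell events counted for the yeast strain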
# VLA-4 inh: inhibition in a human VLA-4 binding assay. P13612. inhibition, % (about 7 µM as worked out from the volumes in the protocol). VLA-4 expressing cells, ligand binding flow cytometry. AID 2557. actives 0.2% (n = 330,000); in the data active = inhibition above about 50%
# RPL19A TOR yeast: alters RPL19A-GFP fluorescence in TOR pathway yeast screen; S. cerevisiae RPL19A-GFP strain, flow cytometry, 3 h; active compounds read low; percent response vs DMSO, % at 10 µM; actives 0.3% (n = 330,000);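 active = percent response vs DMSO below 50%; inconclusive = fewer than 70 events counted for the yeast strain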;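 note: median channel GFP fluorescence of the barcoded RPL19A-GFP strain; ratio of sample median GFP to plate DMSO average so 100% = DMSO; lower means less RPL19A-GFP as with rapamycin TOR inhibition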
# AGP1-GFP MLPCN: yeast TOR pathway AGP1-GFP modulation; AID 2066; GFP response vs DMSO, % at 10 µM; S. cerevisiae AGP1-GFP multiplex flow cytometry, 3 h; GFP as percent of DMSO wells; actives 0.02% (n = 320,000);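 active = GFP response relative to DMSO above a set limit, near screen average plus 3 SD, cut at about 150% in these data; inconclusive = fewer than 70 cells counted for the yeast strain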;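 note: median GFP channel fluorescence of the gated AGP1 strain per well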
# CIT2-GFP yeast: modulators of TOR pathway CIT2-GFP in S. cerevisiae. GFP response vs DMSO, % at 10 µM. S. cerevisiae CIT2-GFP strain, flow cytometry, 3 h; 100 means same as DMSO wells. actives 0.065% (n = 320,000);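 active = GFP response relative to DMSO above a set limit, near the screen mean plus 3 SD, cut at about 150% in these data; inconclusive = Fewer than 70 cells measured for a yeast strain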;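 note: ratio of well median GFP fluorescence to mean of DMSO wells on the plate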
# MEP2-GFP yeast: yeast TOR pathway MEP2-GFP modulation | GFP response vs DMSO, % at 10 µM | actives 0.51% (n = 330,000) | S. cerevisiae MEP2-GFP strain, flow cytometry GFP, 3 h; 100% = DMSO control level;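 active = GFP response versus DMSO above a set limit, roughly screen mean plus 3 SD, cut at about 180% in these data; inconclusive = fewer than 70 cells counted for a yeast strain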;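 note: median GFP fluorescence of the barcode-gated MEP2-GFP cells per well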
# An asterisk follows results filed as active; ? = inconclusive; nt = not tested or not shown; [ ] = another dose, or the depositor's remark.
cpd	Molecule	CR mimetic SO	GRK2 inh	LAP4-GFP MLPCN	VLA-4 inh
1	CC1CCCN(S(=O)(=O)c2ccc(NC(=O)c3cccc(-n4cnnn4)c3)cc2)C1 (stereo unspecified)	85	0	93	-29
2	Cc1c(NC(=O)CSc2nnc(-c3ccncc3)o2)c(=O)n(-c2ccccc2)n1C	83	4	102	15
3	Cc1ccc(S(=O)(=O)NCC(c2ccc3c(c2)OCO3)N2CCOCC2)cc1 (stereo unspecified)	94	1	107	7
4	CCn1nnc(-c2ccccc2NC(=O)c2cc(OC)cc(OC)c2)n1	95	0	107	0
5	COc1ccc(NC(=O)N2c3ccc(OC)cc3C(C)=CC2(C)C)cc1	85	5	90	1
6	CN(CC(O)CN)CC(O)CN1CCCCC1 (stereo unspecified)	96	0	107	12
7	O=C(NC(=S)N1CCCC1)c1ccccc1	105	0	103	-6
8	CCC(Oc1ccc2ccccc2c1)C(=O)O (stereo unspecified)	100	4	85	12
9	N#CC1CC(c2ccccc2)Nc2cc(Cl)ccc2N1 (stereo unspecified)	99	7	93	-7
10	CCC/C=C(\CCC)C(NC(=O)Cc1ccccc1)c1ccc(C(=O)OC)cc1 (stereo unspecified)	92	3	123	9
11	COC(=O)c1ccc(C(=O)OC)c(NC(=S)N2CCN(c3ccccn3)CC2)c1	120	0	96	-3
12	Cc1ccc(S(=O)(=O)Nc2c(C)nc3nc(C)[nH]n3c2=O)c(C)c1	94	0	87	4
13	COc1ccc(C(=O)Nc2ccccc2C(=O)N2CCOCC2)cc1OC	99	0	114	2
14	Cc1ccccc1CS(=O)(=O)CCC(=O)NCCCN1CCOCC1	106	1	103	6
15	CC(C)[C@H](NC(=O)c1ccccc1)C(=O)OCC(=O)NCCc1ccc(F)cc1	96	6	95	12

cpd	RPL19A TOR yeast	AGP1-GFP MLPCN	CIT2-GFP yeast	MEP2-GFP yeast
1	98	104	97	98
2	94	103	98	95
3	106	108	112	112
4	101	100	99	105
5	105	99	103	106
6	100	108	106	111
7	97	101	98	98
8	101	84	77	91
9	106	105	99	108
10	100	82	69	94
11	99	100	104	95
12	91	90	93	100
13	100	108	109	126
14	106	99	101	107
15	102	100	99	104

# Next records:
cpd	Molecule	CR mimetic SO	GRK2 inh	LAP4-GFP MLPCN	VLA-4 inh
16	CCCCn1c(N)c(N(CC(C)C)C(=O)CSCC(=O)Nc2ccc(C)cc2)c(=O)[nH]c1=O	111	1	105	43
17	CCN(CC(=O)Nc1c(F)cccc1F)C(=O)c1cccc(S(=O)(=O)N2CCN(c3ccccc3)CC2)c1	93	1	91[may fluoresce green]	6
18	C=CCc1c(C)c(C#N)c2nc3ccccc3n2c1N1CCCCC1	97	0	101	-1
19	COc1ccccc1CC(NC(C)=O)C(=O)NC1CCN(c2nnnn2-c2ccccc2)CC1 (stereo unspecified)	94	0	102	11
20	O=C(Nc1ccc(Br)cc1)c1ccc(F)c(S(=O)(=O)NCc2cccs2)c1	95	1	104	-3
21	Cc1c(OC(=O)CNC(=O)OC(C)(C)C)ccc2c3c(c(=O)oc12)CCC3	109	0	101	-1
22	Cc1ccc(CN2CC(C(=O)Nc3ncccc3C)CC2=O)cc1 (stereo unspecified)	110	0	97	3
23	O=C1c2ccccc2S(=O)(=O)c2cc(C(=O)N3CCC(O)CC3)ccc21	108	0	111	26
24	COc1ccc(-n2cc(CNCC3CCOCC3)c(-c3cccc(F)c3)n2)cc1	102	0	104	-14
25	CCOC(=O)c1c(NC(=O)CSc2nccc(=O)[nH]2)sc(C)c1C	90	2	108	-3
26	COc1ccc(OC)c(S(=O)(=O)Nc2ccc3[nH]c(=O)[nH]c3c2)c1	100	0	95	0
27	NC(=O)c1cnn2c(-c3ccc(Cl)cc3Cl)ccnc12	119	3	87	-6
28	COc1ccc(C2C(C(=O)NCc3cccnc3)c3ccccc3C(=O)N2C)cc1OC (stereo unspecified)	107	1	101	-23
29	CCN(C(=O)CN1C(=O)NC(CCSC)C1=O)C1CCS(=O)(=O)C1 (stereo unspecified)	97	0	102	15
30	C[C@@H](NC(=O)c1nc[nH]c1C(=O)N1CCc2ccccc2C1)c1ccccc1	94	0	104	-11

cpd	RPL19A TOR yeast	AGP1-GFP MLPCN	CIT2-GFP yeast	MEP2-GFP yeast
16	100	107	107	104
17	104[may fluoresce green]	99[may fluoresce green]	98[may fluoresce green]	97[may fluoresce green]
18	96	100	102	83
19	101	107	99	100
20	106	103	109	110
21	95	92	89	100
22	102	97	96	107
23	103	90	90	94
24	106	103	106	107
25	111	106	101	111
26	101	101	102	101
27	103	98	103	106
28	99	95	97	101
29	101	100	104	99
30	100	104	107	103

# Later entries
cpd	Molecule	CR mimetic SO	GRK2 inh	LAP4-GFP MLPCN	VLA-4 inh
31	CC1CCC(C(=O)NNC(=O)c2cc(-c3ccco3)[nH]n2)CC1 (stereo unspecified)	109	0	110	-17
32	Cc1ccc(-c2cccc(CN3CCN(C4CCN(C(C)C)CC4)C(CCO)C3)c2)o1 (stereo unspecified)	85	0	100	40
33	COc1ccc(N(C(=O)c2ccco2)C(C(=O)NC2CCCC2)c2ccncc2)cc1 (stereo unspecified)	99	83*	95	5
34	Cc1ccc(OCCNC(=O)/C=C/c2ccccc2)cc1C	95	0	118	8
35	CCCC[C@@H]1CN=C(N)N1CCc1cccc(F)c1	89	1	125	-5
36	CC(=O)NC1=NN(C(C)=O)C(c2sccc2C)S1 (stereo unspecified)	99	0	91	7
37	CC(C)[C@H](NC(=O)N1c2ccccc2NC(=O)[C@@H]1C(C)C)C(=O)N[C@@H](Cc1ccccc1)C(=O)O	114	0	94	64*
38	CCO[C@H]1OC(C(=O)NC2CC2)=C[C@@H](c2c[nH]c3ccccc23)[C@@H]1CCCO	103	1	96	6
39	CCc1cc2ccc(OC)cc2nc1SCC(=O)NNC(C)=O	107	0	92	2
40	O=C(NCCCN1CCOCC1)c1ccc2c(c1)N(Cc1c(F)cccc1Cl)C(=O)CS2	87	0	102	27
41	CCN1CCC(NC(=O)Nc2ccc(F)cc2F)CC1	109	0	91	29
42	CCCn1c(=O)c(C(=O)N/N=C/c2ccc(F)cc2)c(O)c2ccccc21	102	0	102	16
43	CCCN(CCC)S(=O)(=O)c1cc2c3c(c1)CCN3C(=O)CC2	93	0	94	5
44	C/C(CC(=O)Nc1ccc(N(C)C)cc1)=N\NC(=O)c1ccc(Cl)cc1	109	4	93	0
45	COc1ccc(OCC(=O)Nc2cc(OC)cc(OC)c2)cc1	92	14	108	5

cpd	RPL19A TOR yeast	AGP1-GFP MLPCN	CIT2-GFP yeast	MEP2-GFP yeast
31	103	112	100	101
32	96	104	102	90
33	105	103	109	111
34	93	108	94	108
35	107	93	104	95
36	98	104	89	99
37	91	93	92	91
38	98	101	103	100
39	96	99	99	94
40	93	99	101	105
41	101	96	99	110
42	96	106	95	104
43	99	104	104	102
44	108	99	98	105
45	98	94	nt	101

# The listing continues.
cpd	Molecule	CR mimetic SO	GRK2 inh	LAP4-GFP MLPCN	VLA-4 inh
46	O=C(COC(=O)c1ccc2c(c1)C(=O)N(CCc1ccccc1)C2=O)Nc1ccc(OC(F)F)cc1	100	0	93	-4
47	COc1ccc(N2CCN(C(CNC(C)=O)c3ccco3)CC2)cc1 (stereo unspecified)	99	7	120	15
48	COC(=O)c1ccc(CSc2nnc(CNC(=O)c3ccccc3F)o2)o1	86	0	97	1
49	FC(F)(Cl)c1nnc2ccc(Sc3ccccn3)nn12	74	0	104	-39
50	CCCN1CCN(c2ccc(S(N)(=O)=O)cc2[N+](=O)[O-])CC1	93	0	99	-1
51	O=C(NCCc1nnc2ccc(NCc3ccc(F)cc3)nn12)c1ccccc1	105	0	94	-3
52	CCCSc1nc(C)cc(C)c1C(N)=O	104	0	93	1
53	Cc1ccc(C(=O)Nc2ccc(N3CCOCC3)cc2N2CCOCC2)cc1	98	2	87	7
54	CC(=O)c1cccc(NC(=O)NNC(=O)CCC(=O)Nc2ccc(C)c(C)c2)c1	103	0	110	-12
55	CCCCCCCCOc1ccc(C2OC34CCCCC3C(C#N)(C#N)C2(C#N)C(=N)O4)cc1 (stereo unspecified)	86	0	84[may fluoresce violet]	10
56	COc1ccc(C(=O)Oc2ccc(/C=N/NC(=O)Cc3ccc([N+](=O)[O-])cc3)cc2)cc1	102	85*	100	16
57	C#CCOC(=O)CCCC(=O)NCCCCCCCC	106	1	94	4
58	CC(=O)c1c(C)[nH]c(C(=O)OCC(=O)Nc2cc(C)on2)c1C	100	1	100	3
59	Cc1noc(C)c1S(=O)(=O)NCc1ccc(CN(C)C)cc1	108	0	108	8
60	O=C(COC(=O)CNC(=O)C1CCCCC1)Nc1ccccc1	92	0	93	6
61	CCOC(=O)C1(CCc2ccccc2)CCN(Cc2nccn2CC)CC1	93	2	100	1
62	O=C1NC(=S)N/C1=C/c1cc2c(cc1[N+](=O)[O-])OCO2	102	2	91	-3

cpd	RPL19A TOR yeast	AGP1-GFP MLPCN	CIT2-GFP yeast	MEP2-GFP yeast
46	101	91	101	105
47	95	101	91	116
48	94	nt	92	89
49	111	109	108	110
50	100	108	95	107
51	97	95	84	98
52	102	105	106	101
53	96	86	86	94
54	100	95	89	95
55	49*[may fluoresce violet]	29[may fluoresce violet]	?	376*[may fluoresce violet]
56	104	101	102	96
57	99	96	96	98
58	97	101	99	114
59	101	100	95	104
60	95	101	102	101
61	104	100	107	109
62	108	104	108	110

# Assay outcomes from PubChem.
